High-throughput results (PubChem)
PAFAH1B2 FP inh: PAFAH1B2 (human) inhibition; recombinant PAFAH1B2, FP-rhodamine activity probe, fluorescence polarization; inhibition, % at 3.39 µM; 340,000 compounds, 1.2% hits;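 active = inhibition above the mean of all tested compounds plus 3 SD, cut at about 24% in these data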;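 note: 0% = enzyme with DMSO and 100% = wells lacking PAFAH1B2; many of its hits are not listed in these tables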
Target sequence (P68402 whole entry, looked up): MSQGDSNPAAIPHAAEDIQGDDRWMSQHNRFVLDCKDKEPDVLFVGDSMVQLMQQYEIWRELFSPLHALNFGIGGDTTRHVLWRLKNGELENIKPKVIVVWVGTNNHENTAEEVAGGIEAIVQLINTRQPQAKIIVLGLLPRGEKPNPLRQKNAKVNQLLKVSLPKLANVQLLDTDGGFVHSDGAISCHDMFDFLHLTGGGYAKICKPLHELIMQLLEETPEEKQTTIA
PREPL inh: inhibits the human prolyl oligopeptidase-like enzyme; recombinant PREPL, fluorescence polarization activity-based probe; inhibition, % at 5.96 µM; 320,000 compounds, 0.68% hits; AID 2751; in the data active = inhibition above about 43%;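 note: 0% = enzyme with DMSO and 100% = wells lacking enzyme; many of its hits are not listed in these tables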
PAFAH1B3 inh: inhibitors of human PAFAH1B3; Q15102; recombinant PAFAH1B3, FP-rhodamine probe, fluorescence polarization; inhibition, % at 3.39 µM; 340,000 compounds, 0.28% hits; AID 492972;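 active = inhibition above the screen-wide average of all tested compounds plus 3 SD, cut at about 25% in these data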;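 note: 0% = enzyme with DMSO only and 100% = wells lacking PAFAH1B3 protein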
LYPLA1 inh: counter-screen for PME1 inhibitors: inhibitors of human LYPLA1 | 320,000 compounds, 0.16% hits | recombinant LYPLA1, FP-Rh probe fluorescence polarization | inhibition, % at 5.9 µM;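 active = inhibition above the mean of all tested compounds plus 3 SD, set per campaign, cut at about 14% in these data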;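 note: inhibitors block serine hydrolase probe labeling of LYPLA1 so polarization falls; 0% = enzyme with DMSO and 100% = wells lacking LYPLA1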
Target sequence (O75608 whole entry, looked up): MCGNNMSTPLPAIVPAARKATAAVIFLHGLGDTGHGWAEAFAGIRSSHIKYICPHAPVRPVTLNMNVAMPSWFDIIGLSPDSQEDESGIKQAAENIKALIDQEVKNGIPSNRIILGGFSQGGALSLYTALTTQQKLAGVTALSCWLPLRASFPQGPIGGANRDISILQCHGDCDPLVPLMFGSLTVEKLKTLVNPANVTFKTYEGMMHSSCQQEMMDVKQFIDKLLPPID
PAFAH2 inh: inhibitors of human PAFAH2 | inhibition, % at 3.39 µM | recombinant PAFAH2, FP-rhodamine activity probe, fluorescence polarization | 340,000 compounds, 0.99% hits;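 active = inhibition above the mean over all tested compounds plus 3 SD, cut at about 30% in these data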;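 note: inhibitors block probe labeling of enzyme so polarization drops; 0% = enzyme with DMSO and 100% = wells lacking PAFAH2 protein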
pPAFAH inh: pPAFAH (human) enzyme inhibition; Q13093; recombinant pPAFAH, FP-rhodamine probe fluorescence polarization; inhibition, % at 3.39 µM; 330,000 compounds, 1.5% hits; AID 463082;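 active = inhibition above the mean inhibition across the screen plus 3 SD, cut at about 25% in these data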;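 note: inhibitors block binding of the rhodamine activity-based probe so polarization drops; 0% = enzyme with DMSO and 100% = wells lacking pPAFAH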
PAD4 inh: inhibitors of human PAD4; Q9UM07; recombinant PAD4, RCA probe fluorescence polarization; inhibition, % at 6.36 µM; 330,000 compounds, 0.41% hits; AID 485272;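 active = percent inhibition above a cutoff equal to the mean of all tested compounds plus 3 SD, cut at about 15% in these data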;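 note: 0% = PAD4 with RCA probe and DMSO and 100% = probe without PAD4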
GSTO1 inh: blocks human GSTO1 in RBBP9 counter-screen. AID 1974. recombinant GSTO1, activity-based probe fluorescence polarization. inhibition, % at 5.96 µM. P78417. 300,000 compounds, 1.1% hits;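 active = inhibition above the campaign mean inhibition plus 3 SD, cut at about 35% in these data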;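 note: 0% = GSTO1-1 with DMSO and 100% = wells lacking GSTO1-1 enzyme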
Target sequence (P78417 whole entry, looked up): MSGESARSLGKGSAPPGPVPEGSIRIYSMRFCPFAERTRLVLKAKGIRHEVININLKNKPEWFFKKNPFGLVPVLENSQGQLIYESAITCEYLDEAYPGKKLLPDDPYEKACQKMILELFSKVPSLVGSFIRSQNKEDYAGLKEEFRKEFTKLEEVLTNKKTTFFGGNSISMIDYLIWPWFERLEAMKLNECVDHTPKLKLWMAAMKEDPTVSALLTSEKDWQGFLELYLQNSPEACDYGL
LYPLA2 inh: blocks human lysophospholipase 2, a PME1 counter-screen; AID 2177; inhibition, % at 5.9 µM; recombinant LYPLA2, FP-Rh probe fluorescence polarization; 320,000 compounds, 0.38% hits; O95372;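 active = inhibition above the screen-wide mean plus 3 SD, limit set per campaign, cut at about 26% in these data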;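 note: 0% = LYPLA2 with DMSO and 100% = wells lacking LYPLA2 enzyme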
Target sequence (O95372 whole entry, looked up): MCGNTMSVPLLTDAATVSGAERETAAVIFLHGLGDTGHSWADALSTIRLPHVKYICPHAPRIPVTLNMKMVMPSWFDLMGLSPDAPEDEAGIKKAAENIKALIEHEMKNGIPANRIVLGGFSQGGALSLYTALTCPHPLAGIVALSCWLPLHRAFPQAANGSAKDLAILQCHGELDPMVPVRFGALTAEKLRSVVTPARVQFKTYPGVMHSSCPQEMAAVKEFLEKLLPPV
* marks the source's active call; other numbers are inactive results; · = no result given.

SMILES	PAFAH1B2 FP inh	PREPL inh	PAFAH1B3 inh	LYPLA1 inh	PAFAH2 inh	pPAFAH inh	PAD4 inh	GSTO1 inh	LYPLA2 inh
CC#CCN1c2ccccc2[C@]23C[C@@H](C(=O)OC)N(C(=O)c4cc(C)oc4C)C2=NC(C(=O)OC)=C(C(=O)OC)[C@H]13	0	7	-3	1	-5	3	-1	2	3
Cc1c(N2C(=O)/C(=C\C3CC=CCC3)SC2=S)c(=O)n(-c2ccccc2)n1C (configuration not stated)	1	7	2	0	0	8	5	-1	-1
COc1cc2c(cc1OC)C1Cc3ccc(OC)c(OC)c3CN1CC2 (configuration not stated)	2	12	-1	0	-3	0	-1	-12	0
COc1ccc(-c2nnc3sc(C(C)N4C(=O)c5ccccc5C4=O)nn23)cc1 (configuration not stated)	1	-34	4	-1	-6	2	3	-2	5
CCOC(=O)C1=C(N)N2C(=O)C(C)SC2=C(C(=O)OCC)C1c1cc(OC)c(OC)c(OC)c1 (configuration not stated)	3	-7	7	-1	3	-3	-2	8	3
O=C1c2ccccc2C(Nc2cccnc2)N1Cc1ccccc1 (configuration not stated)	3	-5	2	-2	-7	4	2	10	1
COc1ccc(N2Cc3cccc(C(=O)NC(C)CCc4ccco4)c3C2=O)cc1 (configuration not stated)	2	41	6	-10	5	10	0	-9	-10
C=CCSC1=NN2CCS(=O)(=O)N=C2S1	5	3	11	2	-2	-1	3	5	-1
CC1CC(=O)Nc2ccccc2N1S(=O)(=O)c1cccs1 (configuration not stated)	·	-5	·	-1	·	3	-2	9	2
c1ccc(-c2cnn3nnnc3n2)cc1	7	-4	-2	3	8	3	-3	-1	-2
CCOC(=O)Cc1csc(NC(=O)CCNS(=O)(=O)c2ccc3c(c2)CCC(=O)N3)n1	0	-1	5	1	2	5	-4	6	-1
CCc1cccc(CC)c1NC(=O)c1ccc(-n2cncn2)nc1	5	8	-2	-2	-11	3	1	-6	3
CCNc1nc(SC(C(C)=O)C(C)=O)nc(N(C)C)n1	0	-7	13	-2	5	1	0	2	0
CCCCn1c(N)c(N(CC(C)C)C(=O)c2ccc(OCc3c(C)noc3C)cc2)c(=O)[nH]c1=O	0	2	5	1	1	0	-5	-4	8
Cc1cccc(N(CC(=O)NCC2CCCO2)C(=O)CCC(=O)Nc2cc(C)on2)c1 (configuration not stated)	-4	-2	10	-3	5	6	-1	4	-1
CCc1ncc(CN2CCCCC2C(=O)Nc2ccc(Oc3ccccc3)nc2)cn1 (configuration not stated)	3	8	-1	1	4	7	0	5	-4
CCOC(=O)NN1C(=O)c2ccccc2NC1c1ccc(OC)cc1OC (configuration not stated)	2	-2	12	-3	1	9	4	7	-5
Nc1nnc(SCC(=O)Nc2nccs2)s1	-3	-1	3	3	-3	6	-2	-1	10
CCN(CC)S(=O)(=O)c1ccc(C(=O)NCc2ccc3c(c2)OCO3)cc1	0	5	0	2	-8	7	-4	2	8
Cc1nnc(NC(=O)CSc2nnc3c(n2)[nH]c2ccc(Br)cc23)s1	-11	-1	-18	-1	-4	4	-1	1	1
CC(NC(=O)[C@H](C)NC(=O)[C@@H]1CSC2c3ccccc3C(=O)N21)c1ccccc1 (some centres not stated)	4	-5	10	0	0	-1	-3	9	3
CCOC(=O)c1c(-c2cccc3ccccc23)csc1NC(=O)C1C2CCC(O2)C1C(=O)O (configuration not stated)	-5	0	-6	-4	5	2	6	1	2
O=C(NNC(=S)NC(=O)c1cccs1)c1ccc(NC(=O)c2ccccc2)cc1	-2	6	0	-1	6	0	-3	-8	-2
CC(C)c1ccc(S(=O)(=O)N2CCN(C(=O)c3cc([N+](=O)[O-])ccc3N3CCOCC3)CC2)cc1	-1	15	-1	-2	-1	6	1	-8	3
Cc1cccc(OCc2nn[nH]n2)c1C	5	-1	9	-1	6	4	0	7	-1
O=C(Nc1ccc2ccccc2c1)NC1CCS(=O)(=O)C1 (configuration not stated)	0	4	4	1	-1	-1	3	8	2
CCc1noc(C)c1C(=O)Nc1cccc(S(=O)(=O)N2CCCCCC2)c1	5	-5	5	0	5	-1	-1	-10	2
COCCNC(=O)c1ccc2c(c1)ncn2-c1ccc(F)c(F)c1	8	-7	-1	3	3	10	-2	0	-2
Cc1[nH]n(-c2ccccc2)c(=O)c1C=Nc1ccc2[nH]c(=O)[nH]c2c1	0	-3	4	-1	5	2	3	-6	1
COc1ccc2c(C)cc3nnnn3c2c1	10	1	7	2	12	3	-4	2	-1
COc1ccc(OC)c(NC(=O)CSc2nnc(Cn3nnc4ccccc43)n2C)c1	1	-1	3	6	11	1	-1	19	9
CC#CC[N+](C)(CC#CC)CC(=O)c1ccccc1	4	23	6	1	4	-4	1	22	1
CCOc1ccc(NC(=O)CSc2nc(C)cc(C)n2)cc1	-1	7	-2	1	3	-4	4	-3	0
CC(C)(C)N(NC(=O)c1ccccc1)C(=O)c1ccc(C(=O)N(NC(=O)c2ccccc2)C(C)(C)C)cc1	-4	-14	4	1	-16	6	-1	0	1
O=C(NC[C@H]1CCCO1)c1cccc2c1C(=O)c1ccc(-c3ccc(F)cc3OCc3ccccc3)cc1S2(=O)=O	-5	18	-5	·	-6	5	0	·	·
COc1cc2c(cc1OC)[C@@H](NC(=O)c1ccc(C(F)(F)F)cc1)[C@H](OCc1ccccc1)C2	0	·	2	·	-5	-4	-6	·	·
CCOc1nc2ccccc2nc1C	-2	-2	-1	-1	2	0	4	9	4
Cc1nn(-c2ccccc2)c(C)c1/C=N/NC(=O)c1cc(-c2ccc(Br)s2)[nH]n1	-42	5	-77	-30	-80	0	-4	-6	-47
CCCn1nc(C(=O)NNC(=O)CCCOc2ccc(C)cc2)c2ccccc2c1=O	0	-31	4	-1	0	10	0	5	-5
COC(=O)CSc1cc(C(=O)c2nccn2C)c2ccccc2n1	-1	9	5	0	0	43*	-5	-2	14
CCN(CC)CCNC(=O)NC1CCCCC1	5	5	9	-2	7	2	0	0	-6
COc1ccc(C(=O)N(Cc2ccco2)C(C(=O)NC2CCCC2)c2ccc(O)cc2)cc1OC (configuration not stated)	-1	3	3	3	1	4	-1	-1	4
Cc1ccc(NC(=O)C2CCN(S(=O)(=O)c3cccs3)CC2)c(O)c1	2	5	11	-2	-2	4	-2	7	5
CC[n+]1ccc(C[n+]2ccccc2)c2ccccc21	-4	4	-1	4	-4	1	-8	49*	-3
O=C1CC(N2CCC(O)(c3ccc(Cl)cc3)CC2)C(=O)N1Cc1ccc(N2CCCC2=O)cc1 (configuration not stated)	18	-29	1	3	-6	-2	0	8	4

Rewritten with values under each structure: 12 of the compounds above.
Every second line gives: PAFAH1B2 FP inh | PREPL inh | PAFAH1B3 inh | LYPLA1 inh | PAFAH2 inh | pPAFAH inh | PAD4 inh | GSTO1 inh | LYPLA2 inh
COc1ccc(OC)c(NC(=O)CSc2nnc(Cn3nnc4ccccc43)n2C)c1
    1 | -1 | 3 | 6 | 11 | 1 | -1 | 19 | 9
CC#CC[N+](C)(CC#CC)CC(=O)c1ccccc1
    4 | 23 | 6 | 1 | 4 | -4 | 1 | 22 | 1
CCOc1ccc(NC(=O)CSc2nc(C)cc(C)n2)cc1
    -1 | 7 | -2 | 1 | 3 | -4 | 4 | -3 | 0
CC(C)(C)N(NC(=O)c1ccccc1)C(=O)c1ccc(C(=O)N(NC(=O)c2ccccc2)C(C)(C)C)cc1
    -4 | -14 | 4 | 1 | -16 | 6 | -1 | 0 | 1
O=C(NC[C@H]1CCCO1)c1cccc2c1C(=O)c1ccc(-c3ccc(F)cc3OCc3ccccc3)cc1S2(=O)=O
    -5 | 18 | -5 | · | -6 | 5 | 0 | · | ·
COc1cc2c(cc1OC)[C@@H](NC(=O)c1ccc(C(F)(F)F)cc1)[C@H](OCc1ccccc1)C2
    0 | · | 2 | · | -5 | -4 | -6 | · | ·
CCOc1nc2ccccc2nc1C
    -2 | -2 | -1 | -1 | 2 | 0 | 4 | 9 | 4
Cc1nn(-c2ccccc2)c(C)c1/C=N/NC(=O)c1cc(-c2ccc(Br)s2)[nH]n1
    -42 | 5 | -77 | -30 | -80 | 0 | -4 | -6 | -47
CCCn1nc(C(=O)NNC(=O)CCCOc2ccc(C)cc2)c2ccccc2c1=O
    0 | -31 | 4 | -1 | 0 | 10 | 0 | 5 | -5
COC(=O)CSc1cc(C(=O)c2nccn2C)c2ccccc2n1
    -1 | 9 | 5 | 0 | 0 | 43* | -5 | -2 | 14
CCN(CC)CCNC(=O)NC1CCCCC1
    5 | 5 | 9 | -2 | 7 | 2 | 0 | 0 | -6
COc1ccc(C(=O)N(Cc2ccco2)C(C(=O)NC2CCCC2)c2ccc(O)cc2)cc1OC (configuration not stated)
    -1 | 3 | 3 | 3 | 1 | 4 | -1 | -1 | 4

(next part)
SMILES	PAFAH1B2 FP inh	PREPL inh	PAFAH1B3 inh	LYPLA1 inh	PAFAH2 inh	pPAFAH inh	PAD4 inh	GSTO1 inh	LYPLA2 inh
CC(C)(C)c1csc(N/N=C/c2cccnc2)n1	2	3	11	0	2	1	-2	-2	6
Cc1c(C(=O)NC(C)C)c(-c2ccccc2)nn1-c1ccccc1	2	-1	-2	-4	10	0	-3	2	-9
CC(C)c1ccc(/C=C/C(=O)CCC(=O)O)cc1	5	-3	4	-1	2	2	2	6	-2
CCN(CC)c1ccc(/C=C(/C#N)c2nc3ccc(C)cc3[nH]2)c(OC(C)C)c1	2	15	5	-13	-9	21	-12	-7	-21
CCCCc1cc(-c2n[nH]c(=S)o2)c2ccccc2n1	-1	2	5	3	2	-9	3	-1	3
O=C1OC(c2ccccc2)c2ccc3ccccc3c21 (configuration not stated)	-1	-7	1	-3	8	6	-4	-1	-2
CCOC(=O)C1CCN(C(=O)COC(=O)COc2ccccc2OC)CC1	0	-8	8	-5	6	1	3	6	-4
COc1ccc(-c2noc(CCC(=O)NC3CCCCCC3)n2)cc1	4	6	-2	-6	1	2	7	-2	-3
O=C1C2C3C=CC(C3)C2C(=O)N1c1n[nH]c(-c2ccccc2)n1 (configuration not stated)	1	10	1	2	12	-3	-3	4	4
C(=N\Nc1nc2ccccc2[nH]1)/c1ccc2ncccc2c1	1	15	-1	2	5	3	-4	-5	-3
CCN1C(=O)/C(=C2\C=Cc3ccccc3N2CC)SC1=S	3	17	1	-1	9	2	2	-2	2
COc1ccc(-c2nc3ccc(C)cn3c2NCc2ccc3c(c2)OCO3)cc1	-1	14	2	3	5	7	-2	3	5
COC(=O)c1ccc(CNC(=O)C23CC4CC(CC(C4)C2)C3)cc1	6	12	2	-1	2	-4	0	-1	0
Cc1cccc(NC(=O)c2nc[nH]c2C(=O)N[C@@H](CC(C)C)C(=O)OCc2ccccc2)c1	-9	-23	-17	-26	-25	-10	-2	-4	-47
CCOc1ccccc1-n1c(SCC(=O)NCc2ccco2)nnc1-c1ccncc1	0	9	-2	-2	0	7	4	-4	1
Cc1ccc(S(=O)(=O)N2CCCCC2)cc1NC(=O)COC(=O)c1ccc(=O)[nH]c1	-4	5	6	-1	56*	3	5	·	-1
Cc1cccc(OCCSc2cc(C)nc(N)n2)c1	3	-3	1	4	3	4	-4	2	7

Some of the compounds tested; the hit share may differ from the screen's.
